KB-3-1 tox: qHTS assay for MDR1-selective chemotherapeutics: Primary screen using the parental adenocarcinoma cell KB-3-1; AID 1347075, 2019; Potency, µM (highest dose often 46.1 µM), without a hit: top-dose activity change, negative = cytotoxic, usual class: cytotoxic; hit rate 1.4% among 400,000; KB-3-1 viability, CellTiter-Glo ATP luminescence, 72 h; further: on the % scale 0 is the no-effect control and ±100 the full control effect; nearly all actives have a fitted effect of over 60% in size
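KB-3-1 cells, DMEM (no phenol red) + 10% FBS; compound by pin transfer, 72 h, 37 °C. Readout: CellTiter-Glo luminescence after 10 min. Data normalized, curve-fitted.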
HT1080 IDH1KD tx: qHTS for induction of synthetic lethality in tumor cells producing 2HG: qHTS for the HT-1080-IDH1KD cell line; Potency, µM (doses to about 46.1 µM), for the others: top-dose activity, negative = toxicity, most hits filed as cytotoxic; HT-1080 IDH1 knockdown viability, ATP luminescence, 48 h; hit rate 2% among 360,000; AID 686971, 2013;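 further: 0% = DMSO wells and -100% = cell-free medium wells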
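% activity derives from luminescence (CellTiter-Glo), normalised to DMSO and no-cell wells. HT-1080-IDH1KD cells, 750/well, had 48 h compound exposure at 37 °C.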
GLP-1R agonist: qHTS of GLP-1 Receptor Agonists; Glucagon-like peptide 1 receptor (Homo sapiens), P43220; AID 624172, 2012; Potency, µM (titrated, usually from 45.6 µM), for inactives: at the top dose activation, actives largely listed as activators; HEK293 GLP-1R CRE-luciferase, luminescence, 4-6 h; cells express a hypersensitive GLP-1R form; hit rate 0.007% among 380,000; further: % of control where 0% means no effect
Target sequence (P43220 whole entry, looked up): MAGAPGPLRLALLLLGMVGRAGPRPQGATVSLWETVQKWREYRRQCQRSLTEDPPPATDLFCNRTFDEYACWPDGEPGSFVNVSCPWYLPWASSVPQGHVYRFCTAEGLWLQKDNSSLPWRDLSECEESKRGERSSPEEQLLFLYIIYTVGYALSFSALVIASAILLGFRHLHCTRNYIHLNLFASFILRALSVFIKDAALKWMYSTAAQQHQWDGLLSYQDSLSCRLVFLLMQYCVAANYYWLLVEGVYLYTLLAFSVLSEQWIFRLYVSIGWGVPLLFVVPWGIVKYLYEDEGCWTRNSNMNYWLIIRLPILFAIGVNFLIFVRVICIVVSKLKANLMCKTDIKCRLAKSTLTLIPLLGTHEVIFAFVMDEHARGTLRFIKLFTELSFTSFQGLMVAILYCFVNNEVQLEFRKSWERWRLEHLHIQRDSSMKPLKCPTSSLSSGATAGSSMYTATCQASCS
HEK293 tox: qHTS of GLP-1 Receptor Inverse Agonists: Cytotox Screen; HEK293 cAMP-luciferase reporter cells, luminescence, 24 h; Potency, µM (doses to about 38.3 µM), for inactives: at the top dose activity change, negative = inhibition, hits mostly inhibitors; hit rate 0.13% among 410,000; AID 624418, 2012;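 further: loss of luciferase light is scored as toxicity; on the % scale 0 is the no-effect control and ±100 the full control effect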
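A 23 nL compound transfer followed 12 hours of cell culture at 37 deg C; exposure then lasted 24 hr. Luciferase assay detection reagent was dispensed and plates read for luminescence after a 12 min room-temperature wait.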
KB-V1 cytotox: qHTS assay for MDR1-selective chemotherapeutics: Primary screen using the drug-selected MDR subline cells KB-V1. KB-V1 MDR cells viability, CellTiter-Glo, 72 h. Potency, µM (highest dose often 46.1 µM), for the others: at the highest dose activity change, negative = cytotoxicity, hits mostly cytotoxic. hit rate 3.4% among 400,000. AID 1347076, 2019; further: on the % scale 0 is the no-effect control and ±100 the full control effect; nearly all actives have a fitted effect of over 60% in size
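Potencies derive from concentration-effect curves fitted to normalized luminescence (CellTiter-Glo) of KB-V1 cells treated for 72 h at 37 degrees C in phenol-red-free DMEM containing 10% FBS.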
HT1080NT lethal: qHTS for induction of synthetic lethality in tumor cells producing 2HG: qHTS for the HT-1080-NT fibrosarcoma cell line. HT-1080-NT fibrosarcoma viability, CellTiter-Glo ATP luminescence, 48 h. Potency, µM (top dose mostly 46.1 µM), inactives show top-dose activity, negative = less viability, actives largely listed as cytotoxic. hit rate 1.6% among 360,000. AID 686970, 2013;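 further: NT is the 2HG producing partner of a matched IDH1 knockdown line; 0% = DMSO-treated cells and -100% = media-only wells without cells; nearly all actives have a fitted effect of over 55% in size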
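Compounds were tested in concentration-response format on HT-1080-NT cells for 48 hours at 37 degrees C. Cell viability came from CellTiter-Glo luminescence; curves were classified by r2, response magnitude and activity.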
SW480 rereplic: A quantitative high throughput screen for small molecules that induce DNA re-replication in SW480 colon adenocarcinoma cells; SW480 DNA re-replication, Hoechst DNA content imaging, 48 h; hit rate 1.8% among 340,000; Potency, µM (highest dose often 46.1 µM), inactives show top-dose re-replication activation, most hits filed as activators; further: % of control where 0% means no effect; nearly all actives have a fitted effect of over 55% in size
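Hoechst fluorescence of nuclei (405 nm excitation, 500-530 nm emission) measured by plate-scanning imager after 48 hr compound exposure at 37 C; re-replication scored as increased number of nuclei with elevated intensity.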
TDP-43 yeast inh: qHTS of TDP-43 Inhibitors; hit rate 1.8% among 410,000; Potency, µM (top dose mostly 46.1 µM), for the others: at the top dose growth rescue (activation), hits mostly activators; TDP-43 expressing yeast growth rescue, BacTiter-Glo, 24 h; further: % of control where 0% means no effect; nearly all actives have a fitted effect of over 50% in size
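Galactose-induced TDP-43 yeast, OD600=0.02, compound pinned; 24 hr, 30 deg C; BacTiter-Glo luminescence for growth. Inhibitors of TDP-43 toxicity read as activators.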
GLP1R inv ag: qHTS of GLP-1 Receptor Inverse Agonists (Inhibition Mode) | Potency, µM (top dose mostly 38.3 µM), for the others: at the highest dose activity change, negative = inhibition, usual class: inhibitors | hit rate 1.6% among 410,000 | HEK293 GLP-1R CRE-luciferase, luminescence, 24 h; GLP-1R form is constitutively active | Glucagon-like peptide 1 receptor (Homo sapiens), P43220; further: on the % scale 0 is the no-effect control and ±100 the full control effect; nearly all actives have a fitted effect of over 55% in size
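HEK293 cells stably co-expressing constitutively active GLP-1R and a cAMP-responsive luciferase reporter were seeded in DMEM with 10% Nu serum, given compounds after 12 h, and incubated 24 h at 37 deg C. Luminescence was then read.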
Active calls of the source: *; ? = inconclusive; . = not tested or not shown; [ ] = remark or other dose. The call rests on the fitted dose curve; in most records, active means well fitted curve in the direction sought with a large enough effect; inconclusive means small, poorly fitted or top-dose-only effect, or another doubt; inactive means no such curve, though single readings can be large; an effect the other way counts as inactive or inconclusive. Potency means the concentration at half of the fitted maximal effect.

SMILES	KB-3-1 tox	HT1080 IDH1KD tx	GLP-1R agonist	HEK293 tox	KB-V1 cytotox	HT1080NT lethal	SW480 rereplic	TDP-43 yeast inh	GLP1R inv ag
N/C(Cc1ccccc1)=N\OC(=O)c1cccc2ccccc12	?	21µM*	?	10µM*	-6%	?	-321%[inhibitor]	-93%[inhibitor]	13µM*
O=C(CN1C(=O)NC2(CCc3ccccc32)C1=O)c1ccccc1 (stereo not drawn)	0%	14%	5%	7%	0%	0%	1%	-8%	-16%
CC(C)(C)c1ccc(C(=O)O)c(C(=O)c2ccc(C(=O)O)cc2)c1	3%	15%	1%	-2%	-18%	-6%	?	-14%	14%
Cc1ccc(C)c(CN2C(=O)c3ccccc3S(=O)c3ccc(C(=O)N4CCC(C)CC4)cc32)c1 (stereo not drawn)	-12%	.	-2%	4%	-1%	.	.	21%	-7%
COC(=O)c1ccccc1NC(=O)CSc1nc(C)cc(C)n1	-1%	1%	10%	15%	-10%	-11%	-7%	0%	16%
O=[N+]([O-])c1cccc(/C=N/n2c(C3CCCCC3)n[nH]c2=S)c1	-20%	0%	-1%	-23%	-19%	-1%	3%	15%	0%
CCN(CC)CCNc1c2c(c(C#N)c3nc4ccccc4n13)CCCC2	2%	-4%	2%	161%[activator]	-20%	-4%	?	29%	?
O=C(c1ccc(F)cc1)N1CCCCC(S(=O)(=O)c2ccccc2)C1=O (stereo not drawn)	-4%	-14%	-4%	-17%	-7%	-4%	?	21%	-44%
Cc1cc(C)cc(-n2c(SCC(=O)Nc3cccc(F)c3)nc3c([nH]c4ccccc43)c2=O)c1	8%	.	8%	2%	0%	.	.	19%	4%
NC(=O)CC(NC(=O)c1ccccc1)c1ccc(N2CCCCCC2)c([N+](=O)[O-])c1 (stereo not drawn)	-2%	-1%	8%	?	2%	-20%	-14%	22%	-21%
COc1ccc(-c2csc(NC(=O)CCn3cnc4ccccc4c3=O)n2)cc1OC	-1%	-2%	1%	?	18µM*	-6%	0%	-2%	-5%
O=C(NCCO)c1nc(C(=O)c2ccc(Cl)cc2)c2ccccc2n1	0%	5%	-1%	2%	-9%	2%	-11%	8%	3%
CC1CCN(c2nc3ccc(C(=O)NCCc4ccc(S(N)(=O)=O)cc4)cc3s2)CC1	2%	.	.	4%	?	.	.	0%	-12%
COC(=O)c1cccc(NC(=O)CSc2nnc(COc3cccc(C)c3)n2C)c1	14%	7%	8%	7%	4%	-2%	-4%	6%	-16%
O=C(Cc1ncc(C(F)(F)F)cc1Cl)Nc1cccc(Br)c1	-2%	-8%	-6%	11%	0%	1%	-5%	11%	-1%
CN1CCN(C(=S)c2ccc(-c3cccc(Cl)c3Cl)o2)CC1	-25%	-1%	-1%	-7%	?	-12%	4%	-7%	?
O=C(Nc1cccc(C(=O)NC2CC2)c1)c1ccc(Cl)c(S(=O)(=O)N2CCOCC2)c1	2%	-3%	5%	-25%	?	0%	-11%	6%	14%
CC(=O)Nc1ccc(/C=N/Nc2nc3ccccc3[nH]2)cc1	23µM*	?	11%	-24%	-9%	?	23%	20%	-17%
CCOc1ccc(N(CC(=O)Nc2cc(C)cc(C)c2)S(C)(=O)=O)cc1	-13%	1%	6%	-15%	0%	-1%	-2%	6%	?
Cc1ccc(NC(=O)CC(=O)c2ccc([N+](=O)[O-])cc2)cc1S(=O)(=O)Nc1cccc(Cl)c1	?	?	-5%	-17%	-5%	-29%	1%	3%	?
O=C(CN1C(=O)NC2(CCCCCC2)C1=O)NCCc1ccc(F)cc1	17%	11%	3%	3%	19%	5%	-14%	13%	-14%
O=[N+]([O-])c1ccc(N2CCN(c3ccc(Cl)nn3)CC2)c(Cl)c1	-9%	2%	0%	-6%	-6%	-2%	0%	14%	12%
CCOC(=O)C1=C(C)NC2=C(C(=O)CC(C)(C)C2)C1c1ccc(N(C)C)cc1 (stereo not drawn)	14%	6%	9%	-26%	10%	-4%	7%	-18%	9%
COc1cc(NC(=O)c2cc(C)nc3c2c(C)nn3-c2ccccc2Cl)cc(OC)c1	1%	.	-7%	-3%	?	.	.	29%	13µM*
COc1ccc(Br)cc1/C=N/NC(=O)CN1CCCCC1	-20%	-1%	-2%	1%	-1%	4%	-28%	11%	16%
CCN(CC(=O)Nc1ccc(NC(C)=O)cc1)C(=O)/C=C/c1c(C)nn(-c2ccc(F)cc2)c1C	-5%	-11%	2%	-3%	0%	4%	11%	-5%	33%[activator]
COc1cc(-c2cnc3c(NC=O)cc(-c4ccc(S(C)(=O)=O)cc4)cn23)cc(OC)c1OC	?	?	4%	-26%	0%	?	.	17%	-1%
O=C(CSc1nnnn1C1CC1)N1CCN(Cc2ccccc2F)CC1	-6%	4%	0%	6%	?	1%	8%	7%	5%
CC(C)(C)c1ccc(OC(=O)N2CCOCC2)cc1	0%	-12%	6%	3%	6%	1%	-9%	-23%	-24%
COc1cc(Cl)c(S(=O)(=O)NCCc2c(C)[nH]c3c(C)cccc23)cc1Cl	?	.	-5%	-1%	?	.	.	-19%	?
O=C(c1ccc2c(c1)N(Cc1ccccc1)C(=O)CS2)N1CCOCC1	2%	-5%	4%	-2%	15µM*	6%	-1%	-7%	0%
CCOC(=O)C1=C(CS(=O)(=O)c2ccc(C)cc2)NC(=O)NC1c1ccc(O)c(OC)c1 (stereo not drawn)	-1%	10%	5%	-11%	7%	-1%	28%	-2%	3%

5 consecutive records out of the list so far, quoted:
SMILES	KB-3-1 tox	HT1080 IDH1KD tx	GLP-1R agonist	HEK293 tox	KB-V1 cytotox	HT1080NT lethal	SW480 rereplic	TDP-43 yeast inh	GLP1R inv ag
COc1ccc(Br)cc1/C=N/NC(=O)CN1CCCCC1	-20%	-1%	-2%	1%	-1%	4%	-28%	11%	16%
CCN(CC(=O)Nc1ccc(NC(C)=O)cc1)C(=O)/C=C/c1c(C)nn(-c2ccc(F)cc2)c1C	-5%	-11%	2%	-3%	0%	4%	11%	-5%	33%[activator]
COc1cc(-c2cnc3c(NC=O)cc(-c4ccc(S(C)(=O)=O)cc4)cn23)cc(OC)c1OC	?	?	4%	-26%	0%	?	.	17%	-1%
O=C(CSc1nnnn1C1CC1)N1CCN(Cc2ccccc2F)CC1	-6%	4%	0%	6%	?	1%	8%	7%	5%
CC(C)(C)c1ccc(OC(=O)N2CCOCC2)cc1	0%	-12%	6%	3%	6%	1%	-9%	-23%	-24%

Next records follow.
SMILES	KB-3-1 tox	HT1080 IDH1KD tx	GLP-1R agonist	HEK293 tox	KB-V1 cytotox	HT1080NT lethal	SW480 rereplic	TDP-43 yeast inh	GLP1R inv ag
Cc1ccc(S(=O)(=O)N2CCN(C(=O)CN3CCc4ccccc4C3)CC2)cc1	6%	-6%	-1%	-8%	4.1µM*	-1%	7%	-15%	4%
COc1ccc(NC(=S)NC(=O)/C=C/c2ccc(F)cc2)cc1	11%	6%	4%	0%	-9%	15%	-1%	11%	6%
Cc1cc(NC(=O)CCC(=O)N(CCC(C)C)C(C(=O)NCC2CCCO2)c2ccccc2C)no1 (stereo not drawn)	2%	-10%	8%	7%	-14%	-8%	0%	15%	-10%
COc1cc(C(=O)OC(C)C(=O)N2CCCC2)cc2c1OCCO2 (stereo not drawn)	5%	-1%	-1%	4%	-6%	12%	-12%	12%	2%
CC(C)(C)CC(=O)Nc1cc(S(=O)(=O)N2CCCCCC2)ccc1Cl	-11%	-13%	0%	83%[activator]	18µM*	0%	?	17%	?
COc1ccc(NC(=O)C(NS(=O)(=O)c2cccc3nsnc23)c2ccccc2)cc1 (stereo not drawn)	4%	.	.	-6%	2%	.	.	9%	-15%
Cc1cc(C)c(S(=O)(=O)N2CCCOC2CNC(=O)C(=O)NCc2cccs2)c(C)c1 (stereo not drawn)	0%	3%	5%	-18%	18µM*	-1%	20%	14%	12%
O=[N+]([O-])c1ccccc1/C=N\N1CCN(c2ccccc2)CC1	0%	9%	-2%	5%	4%	8%	1%	18%	-26%
O=C(c1ccc2ncsc2c1)N1CCCCC1	9%	9%	-3%	-8%	0%	3%	?	8%	10%
CC(C)NC(=O)C1C(c2ccccc2)=Nc2ccccc2N1C(=O)c1cc(Cl)cc(Cl)c1 (stereo not drawn)	-19%	16µM*	.	-3%	?	16µM*	.	7%	?
COc1ccccc1CNC(=O)CSc1nc2ccccc2c(=O)n1CCCN1CCOCC1	20%	5%	7%	6%	?	-5%	-1%	5%	6%
CCc1cccc(C)c1NC(=O)c1cc(S(=O)(=O)N2CCN(c3ccccc3)CC2)ccc1F	-6%	.	.	2%	-17%	.	.	18%	?
Cc1cc(O)ccc1Nc1nc(-c2cccs2)cs1	0%	?	11%	-24%	-2%	-22%	-15%	-35%[inhibitor]	?
CCS(=O)(=O)N1CCC(C(=O)NCCCN2CCCCCC2)CC1	4%	3%	8%	-5%	1%	8%	0%	-7%	-7%
ON=C1c2ccccc2-c2ccc(O)cc21	-18%	?	8%	-31%	-18%	?	-4%	0%	52%[activator]
O=C(CN1CCN(c2ccc(O)cc2)CC1)N1CCc2ccccc21	4%	-28%	7%	-8%	-17%	-14%	7%	4%	?
Cc1ccc(N2C(=O)CSC23C(=O)Nc2ccccc23)cc1F (stereo not drawn)	10%	.	-7%	-5%	-15%	.	.	17%	-12%

Assay outcomes from PubChem BioAssay.
